# NCI-60 one-dose screen, 48 h, at 10 µM unless noted. Numbers give growth in % (100 = growth as untreated, 0 = no growth, -100 = all killed).
# RXF 393 – RXF 393 renal cancer cells | AID 1794773 | 77,000 compounds, 6.9% hits
# OVCAR-8 – OVCAR-8 ovarian cancer. 81,000 compounds, 4.4% hits
# OVCAR-5 – OVCAR-5 ovarian cancer; 82,000 compounds, 2.9% hits; AID 1794783
# A498 – A498 renal cancer cells; 76,000 compounds, 5.4% hits
# CAKI-1 – CAKI-1 renal cancer. AID 1794772. 75,000 compounds, 4.7% hits
# TK-10 – TK-10 renal cancer cells; 81,000 compounds, 3.9% hits
# OVCAR-3 – OVCAR-3 ovarian cancer. 79,000 compounds, 7% hits. AID 1794787
# ACHN – ACHN renal cancer; 81,000 compounds, 4.9% hits; AID 1794771
# * hit, by the source's call; . = no result given; & = joins results of further samples. Rule for the calls: active = growth percent below 10; inactive = the rest. Not all compounds are listed; count on the stated rates, not on these rows.
SMILES,RXF 393,OVCAR-8,OVCAR-5,A498,CAKI-1,TK-10,OVCAR-3,ACHN
COc1ccc(C2=NN(C(C)=O)C(c3ccc(Cl)cc3)C2)cc1S(N)(=O)=O (stereo not drawn),98.7,101.2,87.3,95.0,88.7,102.4,103.9,99.5
CC(C)(C)[Si](C)(C)OC1[C@@H](O[Si](C)(C)C(C)(C)C)[C@@H](CNC(=O)NC(=O)NC(=O)CCl)O[C@H]1n1cnc2c(NC(=O)Nc3ccccc3)ncnc21 (stereo partly drawn),21.9,25.1,74.1,88.7,76.2,97.2,-6.8*,-12.9*
CC(=O)Oc1cc(C)ccc1C,98.7,103.5,97.1,118.7,94.8,92.2,106.9,110.0
O=C(Nc1ncc([N+](=O)[O-])s1)c1cccc([N+](=O)[O-])c1,25.1,43.1,87.6,5.5*,40.4,23.4,21.3,59.0
COc1cc(C=C2C(=O)OC(C)(C)OC2=O)cc(OC)c1OC,110.8,107.2,95.2,92.8,96.3,99.2,104.5,104.8
Cc1cccc(C(=O)N2C(=O)[C@]3(c4ccccc42)[C@@H](c2ccc(F)cc2)[C@H](C(=O)c2ccc(O)cc2)[C@@H]2CCCN23)c1,105.1,61.1,106.3,85.0,65.3,159.9,.,80.2
Cn1c(N)cc(=O)n(C)c1=S,114.0,109.2,99.6,116.2,104.1,104.3,113.7,101.3
CCOC(=O)CCc1nc(C#N)c(N(C)C)o1,99.8,94.1,88.0,101.1,93.4,86.9,108.4,98.3
S=c1sc2ccccc2n1C=Nc1ccccc1,101.8,99.9,109.7,96.3,93.4,134.6,89.5,100.7
Cc1nc2ccc(Cl)cn2c1-c1nnc(SCc2ccc(F)cc2)o1,47.8,90.2,107.0,80.4,65.3,105.0,96.3,78.5
O=C(Cn1cc(CN2C(=O)c3ccccc3S2(=O)=O)nn1)Nc1cccc2ccccc12,103.6,98.9,110.2,105.5,89.3,113.5,107.2,98.6
Nc1nc(-c2ccccc2)nc(N)c1N=O,63.9,54.3,96.9,111.6,32.4,51.6,27.7,58.9
C[C@]12CC[C@H]3[C@@H](CC=C4C[C@@H](O)CC[C@@]43C)[C@@H]1C[C@H](O)C2,100.4,98.1,109.0,92.2,89.9,90.3,96.7,109.3
OC(CCN1CCCCC1)(c1ccccc1)C1CCCCC1 (stereo not drawn),91.0&107.7,95.3&104.5,92.0,91.6&115.0,85.6&93.3,95.5&102.2,98.3&124.2,104.4&98.7
COc1ccc(-c2cc(-c3cnccn3)nc(N)c2C#N)cc1OC,97.6,77.9,111.8,89.6,.,91.7,107.6,.
COP(C)(=O)c1ccc(N(C)C)cc1 (stereo not drawn),110.4,109.8,116.8,84.7,88.6,95.9,105.2,112.0
CCCCCCCC/C=C\CCCCCCCCOc1cccc(CC(=O)NCC[N+]2(C)CCCC2)c1,13.0,85.5,53.8,.,78.1,84.7,96.2,99.0
CC(=O)C1CCC2C3CC=C4CC(=O)CC5OC(CC12C)C3C45C (stereo not drawn),103.1,88.5,111.3,101.7,105.4,130.5,109.9,99.0
O=c1c2ccccc2[nH]c2ccc(Cl)cc12,97.3,100.9,95.0,86.6,96.0,101.4,116.0,102.9
CC(C)(C)c1ccc(S(=O)(=O)Oc2ccc(NC(=O)C3CCCC3)cc2)cc1,109.6,98.4,101.2,89.5,83.3,91.1,99.0,95.5
COc1ccc(/C=c2\c(=O)n(-c3ccccc3)c3nn4c(n23)=NNCC(=O)C4)cc1,114.2,107.0,121.6,114.4,87.1,153.3,107.0,95.8
COc1ccc(-c2cnc(-c3ccc(Cl)cc3)[nH]2)cc1OC,91.6,98.9,98.2,90.6,120.9,138.9,102.8,103.1
O=C(CC(=O)c1cccs1)c1ccncc1,113.6,105.7,105.4,94.3,94.9,100.3,111.4,106.1
O=C(O)CN(CC(=O)O)C1CCCCC1N(CC(=O)O)CC(=O)O (stereo not drawn),105.3,101.3,.,114.9,87.2,109.9,110.3,96.2
NS(=O)(=O)c1ccc(CN2C(=O)c3cc(Cl)c(Cl)cc3C2=O)cc1,115.2,.,99.7,116.0,100.7,105.5,102.3,102.9

# By substructure: the compounds so far with sulfur.
SMILES,RXF 393,OVCAR-8,OVCAR-5,A498,CAKI-1,TK-10,OVCAR-3,ACHN
COc1ccc(C2=NN(C(C)=O)C(c3ccc(Cl)cc3)C2)cc1S(N)(=O)=O (stereo not drawn),98.7,101.2,87.3,95.0,88.7,102.4,103.9,99.5
O=C(Nc1ncc([N+](=O)[O-])s1)c1cccc([N+](=O)[O-])c1,25.1,43.1,87.6,5.5*,40.4,23.4,21.3,59.0
Cn1c(N)cc(=O)n(C)c1=S,114.0,109.2,99.6,116.2,104.1,104.3,113.7,101.3
S=c1sc2ccccc2n1C=Nc1ccccc1,101.8,99.9,109.7,96.3,93.4,134.6,89.5,100.7
Cc1nc2ccc(Cl)cn2c1-c1nnc(SCc2ccc(F)cc2)o1,47.8,90.2,107.0,80.4,65.3,105.0,96.3,78.5
O=C(Cn1cc(CN2C(=O)c3ccccc3S2(=O)=O)nn1)Nc1cccc2ccccc12,103.6,98.9,110.2,105.5,89.3,113.5,107.2,98.6
CC(C)(C)c1ccc(S(=O)(=O)Oc2ccc(NC(=O)C3CCCC3)cc2)cc1,109.6,98.4,101.2,89.5,83.3,91.1,99.0,95.5
O=C(CC(=O)c1cccs1)c1ccncc1,113.6,105.7,105.4,94.3,94.9,100.3,111.4,106.1
NS(=O)(=O)c1ccc(CN2C(=O)c3cc(Cl)c(Cl)cc3C2=O)cc1,115.2,.,99.7,116.0,100.7,105.5,102.3,102.9

# (cont.)
SMILES,RXF 393,OVCAR-8,OVCAR-5,A498,CAKI-1,TK-10,OVCAR-3,ACHN
C=C(C)[C@@H]1CC[C@]2(C(=O)NCCO)CC[C@]3(C)[C@H](CC[C@@H]4[C@@](C)(CCC#N)[C@H](C(=C)C)CC[C@]43C)[C@@H]12,118.7,97.1,102.1,111.3,78.9,116.2,99.8,94.0
Nc1ccc(NC(=O)c2ccccc2-c2ccccc2C(=O)O)cc1,117.3,104.6,104.3,88.5,104.1,101.0,114.9,109.2
CCCCOC(OCCCC)C(C)N (stereo not drawn),93.5,94.9,102.0,109.2,101.8,115.4,104.6,105.2
Nc1cc(Cl)c2[nH]cnc2n1,.,105.1,102.9,101.2,.,83.7,83.1,94.2
O=[N+]([O-])c1ccc(NS(=O)(=O)c2cc(Cl)ccc2Cl)c2ccccc12,42.6,79.5,89.1,23.9,.,75.8,33.7,78.9
CC(=O)Nc1ncc(S(=O)(=O)c2ccc([N+](=O)[O-])cc2)s1,115.5,102.7,108.9,.,.,105.0,119.9,114.9
N#Cc1ccc(NC(=O)Nc2ccc(Oc3ccc(NC(=O)Nc4ccc(C#N)cc4)cc3)cc2)cc1,83.2,31.0,47.4,41.1,33.0,37.9,11.1,23.1
CCOC(=O)C1=C(C)NC(C)=C(C(=O)OC)C1c1cccc(C#N)c1 (stereo not drawn),99.3,99.7,102.0,101.2,96.5,101.0,112.6,101.8
Nc1ccc(S(=O)(=O)Nc2ccc(S(=O)(=O)O)cc2)cc1,105.2,101.3,108.0,105.3,.,92.3,110.3,108.6
CCCN1CC(c2ccc(OC)c(OC)c2)=C(c2c[nH]c3ccccc23)C1=O,97.9,92.8,104.0,83.2,63.2,124.6,97.2,86.9
CCCCOC(=O)C1CC2CC1C1OC21 (stereo not drawn),111.6,109.5,98.2,100.5,97.1,105.9,112.4,99.2
CN(C(=O)C(Cl)Cl)c1ccc(OC(=O)c2ccco2)cc1,.,105.9,102.4,110.4,91.0,99.8,100.6,96.4
COC(=O)C1C2CC(=O)C(C2)C1C(=O)OC (stereo not drawn),109.1&111.2,101.4&104.9,108.0&111.6,102.7&106.2,99.9&94.1,101.8&106.8,100.7&103.1,107.7&106.5
Cc1nn(-c2ccccc2)c(N)c1N=C1NC(=O)/C(=C/c2cn(-c3ccccc3)nc2-c2ccc(Cl)cc2)S1,125.4,110.8,94.0,121.6,90.8,114.9,109.8,95.3
COc1ccc2c(c1)CC=C1[C@@H]2CC[C@]2(C)C(=O)/C(=N/O)C[C@@H]12,64.0,101.5,86.1,.,6.9*,92.7,106.0,74.4
O=C(Nc1ccccc1)C1CN(Cc2cccnc2)CCS1 (stereo not drawn),101.3,94.5,84.8,89.5,91.6,97.1,95.5,100.6
CCOC(=O)n1cc(-c2nonc2-c2c[nH]c3ccccc23)c2ccccc21,92.4,75.8,61.6,82.8,39.5,74.9,69.9,58.8
COc1cc2c3c(n(CCCN4CCC[C@H]4C(N)=O)c(=O)c2cc1OC)-c1cc2c(cc1C3=O)OCO2,7.9*,-44.9*,26.6,-31.0*,14.6,59.0,.,0.6*
O=C(CCl)N(O)c1ccc(/C=C/c2ccccc2)cc1,71.3&99.9,89.3&63.1,118.6&109.4,87.1&69.2,91.1&95.3,81.1&89.7,81.9&98.7,87.6&97.8
CC(=O)c1c(C)cc(C)c(Br)c1C,124.7,103.1,94.3,64.0,93.4,118.5,112.7,105.2
Cc1cc(CSc2ccccc2C(=O)NCCNc2ccc([N+](=O)[O-])cc2)on1,91.5,105.0,97.0,97.4,92.1,95.5,101.2,98.3
CCSCN1CCN(C)CC1,114.8,109.3,93.4,90.2,113.1,108.9,105.7,105.3
CCOC(=O)/C=C/c1cccc2c1C(=O)NC(C)(c1cc3cc(Cl)ccc3oc1=O)N2 (stereo not drawn),-1.8*,39.1,50.4,30.3,10.5,46.2,34.4,10.0
CCCCCCCCCCCCCCCCCCOc1ccc(CC(=O)NCC[N+]2(C)CCCCC2)cc1,45.7,86.4,61.8,70.9,63.6,52.3,80.6,88.2
O=C(O)C1OC1(c1ccccc1Cl)c1ccccc1Cl (stereo not drawn),111.5,102.8,96.7,101.2,115.2,114.7,115.2,99.4

# Further compounds follow:
SMILES,RXF 393,OVCAR-8,OVCAR-5,A498,CAKI-1,TK-10,OVCAR-3,ACHN
C=CCC(C(C)=O)C(=O)OCC (stereo not drawn),93.0,107.0,100.0,101.8,94.8,101.9,104.5,101.9
O=C1C2=C(Nc3ccccc3N2)OC1c1ccc2c(c1)OCO2 (stereo not drawn),106.1,100.5,102.6,89.4,96.2,116.5,102.9,95.3
COc1cc(-n2nc(C(=O)NCCCCCC(=O)NO)nc2-c2ccccc2)cc(OC)c1OC,108.1,106.1,113.7,111.2,91.7,104.3,117.3,108.0
COc1cc(CNC(=O)/C=C/c2ccccc2)ccc1OCc1cn(-c2ccc(F)cc2)nn1,71.9,72.1,89.8,.,84.8,108.3,93.5,79.2
Nc1ncnc2c1c(-c1cccc(Cl)c1)nn2CC(=O)N1CCOCC1,99.0,101.7,101.1,117.9,91.8,97.0,106.2,95.6
O=S1(=O)NCCCN1CCNc1nccc(-c2c(-c3cccc(O)c3)nc3sccn23)n1,64.3,83.0,108.0,98.9,67.4,120.9,73.3,50.5
COC(=O)Cc1nc2c(N)nc(N)nc2[nH]c1=O,126.3,102.2,102.9,109.9,97.0,102.5,112.7,121.3
COc1cc(-c2nn(C(C)(C)C)cc2-c2ccnc(NCCCNS(=O)(=O)c3cccc4ccccc34)n2)ccc1Cl,39.5,63.8,95.9,76.2,51.8,90.4,74.1,57.6
CC(=O)[C@@H]1CC[C@]2(C(=O)O)CC[C@]3(C)[C@H](CC[C@@H]4[C@@]5(C)Cc6c([nH]c7ccccc67)C(C)(C)[C@@H]5CC[C@]43C)[C@@H]12,73.2,62.7,101.2,61.7,.,63.6,54.1,46.5
O=c1[nH]c(-c2cccnc2)nc2sc3c(c12)CCCCCC3,92.9,87.6,96.1,99.5,94.8,101.3,117.1,93.8
COc1cc(-c2nn(Cc3ccccc3)c3c2-c2oncc2CC3)cc(OC)c1OC,.,108.8,97.3,62.0,66.2,79.5,106.7,67.8
N#Cc1c(NC(=O)c2cccs2)[n+]([O-])c2cc(Cl)c(Cl)cc2[n+]1[O-],.,97.2,119.1,103.9,105.0,121.5,87.9,97.9
CC(=O)CC(=O)N(Cc1cccnc1)Cc1cccnc1,108.1,104.5,104.8,98.7,93.2,97.1,116.5,99.0
CC(=O)Nc1cc(N)ccc1C,95.9,99.6,100.9,70.7,109.7,102.1,115.7,102.7
O=C1/C(=C/c2ccccc2)CCC/C1=C\c1ccccc1,98.0,91.7,120.0,84.6,84.3,103.6,65.1,95.6
CC/C=C\C[C@H](O)C/C=C1/C(=O)C=C[C@@H]1C/C=C\CCCC(=O)OC(C)C,-82.7*,5.6*,9.3*,77.7,9.3*,-3.9*,-39.6*,-79.1*
OC(CBr)c1c(Cl)ccc2ccccc12 (stereo not drawn),107.2,100.2,97.4,104.8,83.4,123.2,104.6,88.6
COc1ccccc1NC(=O)N/N=c1\cc(C)c2ccc(O)cc2o1,108.5,96.5,99.3,112.6,99.7,97.1,106.9,90.9
CSc1nnc(-c2cnn3c2NC(c2ccccc2)C3)n1-c1ccccc1F (stereo not drawn),100.1,95.0,98.6,75.8,79.2,110.9,90.3,95.1
CCCCCCCCc1nc2ccccc2s1,111.3,100.3,98.6,127.1,87.8,109.6,.,91.2
N#Cc1c(NCc2ccccc2I)sc2c1CCCCC2,93.6,88.8,96.3,.,74.8,108.5,104.1,97.7
O=C1C2C3C=CC(O3)C2C(=O)N1N=C1CCCCC1 (stereo not drawn),123.1,95.8,94.8,101.0,97.9,97.7,114.4,102.0
COc1cc(-c2nn(C(=O)NCCN3CCCCC3)cc2-c2ccncc2)ccc1Cl,90.3,33.0,98.8,97.3,100.5,35.3,103.7,82.7
Cc1ccc(N2CCOC2=O)cc1N1CCOC1=O,102.6,99.5,95.8,112.8,97.1,101.3,103.2,96.3
N#CC1=C(N)Oc2n[nH]c(-c3ccccn3)c2C1c1ccco1 (stereo not drawn),108.0,103.4,97.8,105.6,99.0,109.4,117.7,103.7
O=C(O)c1ccc(-c2nn(-c3ccc(C(=O)O)cc3)cc2/C=N/Nc2ccc(F)cc2F)cc1,117.8,95.3,110.5,115.6,.,100.8,98.9,99.9

# Compound activity as filed in PubChem BioAssay.
